# Source: PubChem (National Center for Advancing Translational Sciences (NCATS))
# Tau ThT inhib: blocks human tau fibril formation measured by thioflavin T; AID 1460; Potency, µM (doses to about 57.4 µM), inactives show at the highest dose activity, negative = inhibition, hits mostly inhibitors; recombinant tau K18 P301L, heparin-induced fibrillization, ThT fluorescence; 270,000 tested, 2.1% active; P10636; further: nearly all actives have a fitted effect of over 55% in size
# Target sequence (P10636 561-689 P618L limits assumed): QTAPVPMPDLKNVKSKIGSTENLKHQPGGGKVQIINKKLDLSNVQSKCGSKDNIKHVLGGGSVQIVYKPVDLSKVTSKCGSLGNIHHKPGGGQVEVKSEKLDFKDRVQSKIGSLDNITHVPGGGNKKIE
#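 Recombinant human tau K18 fragment […] carrying P301L, 15 uM unlabeled plus 0.24 uM Alexa 594-labeled, was fibrillized with 20 uM heparin in 100 mM sodium acetate pH 7 for 6 hr at 37 C; 30 uM ThT fluorescence read after 1 hr.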
# KDM4E inh: JMJD2E (human) inhibition; AID 2147; B2RXH2; Potency, µM (series often up to 57.1 µM), inactives show at the highest dose activity change, negative = inhibition, most hits filed as inhibitors; 230,000 tested, 1.6% active; JMJD2E catalytic domain, FDH-coupled NADH fluorescence (FDH is formaldehyde dehydrogenase); active means well fitted inhibition curve with a large enough effect, not every such curve was filed as active; inconclusive means small, poorly fitted or top-dose-only effect, or another doubt; inactive means no such curve, though single readings can be large or run the other way;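 further: 0% = wells with enzyme and -100% = buffer wells without enzyme; nearly all actives have a fitted effect of over 50% in size; many of its hits are not listed in these tables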
# Target sequence (B2RXH2 1-337 limits assumed): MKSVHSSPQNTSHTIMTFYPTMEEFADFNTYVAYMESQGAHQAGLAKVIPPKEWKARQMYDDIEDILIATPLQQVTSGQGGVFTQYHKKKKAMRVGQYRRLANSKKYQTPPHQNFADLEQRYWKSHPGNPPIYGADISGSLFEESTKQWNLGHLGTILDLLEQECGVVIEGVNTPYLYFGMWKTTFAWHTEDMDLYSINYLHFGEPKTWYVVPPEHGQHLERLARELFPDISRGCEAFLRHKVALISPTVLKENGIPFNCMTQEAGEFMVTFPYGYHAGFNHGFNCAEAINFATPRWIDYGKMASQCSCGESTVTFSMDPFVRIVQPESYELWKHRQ
# TR SRC2 fluor cs: alters Texas Red total fluorescence, flagging assay interference | TRb/SRC2 Texas Red total fluorescence interference | 280,000 tested, 0.29% active | Potency, µM (top dose mostly 106 µM), without a hit: top-dose fluorescence change, negative = quenching; active means well fitted curve in either direction with a large enough effect; inconclusive means small, poorly fitted or top-dose-only effect
#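 Human TRβ ligand-binding domain (0.6 uM) and Texas Red SRC2 peptide (20 nM) in Tris buffer with 1 uM T3 and 5% DMSO were incubated with pinned compound for 5 hr at ambient temperature. Total fluorescence was computed as S + 2P (555/632 nm).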
# TRb-SRC2 inh: disrupts binding of human TR beta to SRC2 | P10828 | TRbeta-SRC2 peptide binding, fluorescence polarization; receptor liganded with 1 µM T3 | Potency, µM (series often up to 106 µM), for the others: at the top dose activity change, negative = inhibition, usual class: inhibitors | 280,000 tested, 0.065% active | AID 1469;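 further: plate controls were bound peptide for no effect and peptide without receptor for full effect; nearly all actives have a fitted effect of over 50% in size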
#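 Human TRb ligand-binding domain (0.6 uM) is mixed with 20 nM Texas Red SRC2 peptide and 1 uM T3; after compound addition and 5 hr at ambient temperature, polarization is measured and normalized to unbound and bound controls.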
# RECQ1 helicase: inhibitors of human RECQ1 DNA helicase. P46063. RECQ1 DNA unwinding, red fluorescence kinetic read. Potency, µM (titrated, usually from 57.3 µM), inactives show at the top dose activity, negative = inhibition, usual class: inhibitors. 240,000 tested, 0.54% active. AID 2549;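 further: plate controls were vehicle for no effect and no enzyme for full effect; nearly all actives have a fitted effect of over 30% in size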
#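 50 nM RECQ1T1 preincubated 15 min with compound in Tris pH 8.0 buffer with MgCl2, DTT, Tween-20 and 2.5 ug/ml poly(dI-dC); started with 200 nM TAMRA/BHQ-2 forked duplex and 2 mM ATP. Unwinding read as fluorescence (525/598 nm), two reads 2 h apart.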
# L3MBTL1 block: blocks human L3MBTL1; AlphaScreen L3MBTL1–H3K9me1 peptide binding; Potency, µM (titrated, usually from 57.1 µM), for inactives: top-dose activity, negative = inhibition, usual class: inhibitors; 230,000 tested, 0.66% active; AID 485360; further: nearly all actives have a fitted effect of over 60% in size
#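 L3MBTL1 (50 nM) pre-complexed 30 min with biotinylated H3(1-15)K9me1 peptide (75 nM), then compounds added for 30 min at room temperature; AlphaScreen streptavidin donor/nickel chelate acceptor beads (10 ug/mL final) read after 30 min dark incubation.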
# Tau fibril FP: inhibitors of human tau fibril formation. K18 P301L tau heparin fibrillization, Alexa594 FP, 6 h. AID 1468. Potency, µM (series often up to 57.7 µM), for inactives: at the top dose activity, negative = inhibition, usual class: inhibitors. 280,000 tested, 0.39% active. P10636; further: nearly all actives have a fitted effect of over 55% in size
#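 Heparin (20 uM) drove fibril formation of recombinant tau K18 P301L, 15 uM unlabeled with 0.24 uM Alexa 594 label, for 6 hr at 37 C in 100 mM sodium acetate pH 7. Fluorescence polarization (555/632 nm) read 1 hr after 30 uM ThT.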
# GoLoco inh red: inhibitors of human Gai1-RGS12 GoLoco interaction (red fluorophore); P63096; AID 880; Gai1:RGS12 GoLoco peptide FP, rhodamine, 10 min; Potency, µM (titrated, usually from 61.6 µM), without a hit: at the highest dose activity, negative = inhibition, hits mostly inhibitors; 230,000 tested, 0.44% active; active means well fitted inhibition curve with a large enough effect, not every such curve was filed as active; inactive means no such curve, though single readings can be large or run the other way; further: nearly all actives have a fitted effect of over 30% in size; many of its hits are not listed in these tables
# Target sequence (P63096 whole entry, looked up): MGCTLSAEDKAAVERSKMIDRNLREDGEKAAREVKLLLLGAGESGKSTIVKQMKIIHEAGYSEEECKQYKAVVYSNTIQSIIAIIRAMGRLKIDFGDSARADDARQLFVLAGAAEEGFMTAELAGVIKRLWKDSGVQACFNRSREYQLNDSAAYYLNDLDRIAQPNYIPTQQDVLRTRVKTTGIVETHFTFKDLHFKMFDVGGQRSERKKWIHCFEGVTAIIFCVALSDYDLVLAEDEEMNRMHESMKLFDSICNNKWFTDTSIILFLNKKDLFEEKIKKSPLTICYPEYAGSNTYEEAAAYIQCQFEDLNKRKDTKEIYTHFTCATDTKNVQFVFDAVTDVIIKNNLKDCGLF
# Active calls of the source: *; i = inactive; ? = inconclusive; . = not tested or not shown; & = joins results of further samples; ! = not active in a repeat; [ ] = dose if it differs, or a comment. Unless noted, the call rests on the fitted dose curve; in most records, active means well fitted curve in the direction sought with a large enough effect; inconclusive means small, poorly fitted or top-dose-only effect, or another doubt; inactive means no such curve, though single readings can be large; an effect the other way counts as inactive or inconclusive. Unless noted, on the % scale 0 is the no-effect control and ±100 the full control effect; potency means the concentration at half of the fitted maximal effect.
SMILES,Tau ThT inhib,KDM4E inh,TR SRC2 fluor cs,TRb-SRC2 inh,RECQ1 helicase,L3MBTL1 block,Tau fibril FP,GoLoco inh red
Cc1ccccc1S(=O)(=O)Cc1ccc(C(=O)NCc2cccnc2)o1,5%,-23%,-1%,-24%,-6%,-2%,3%,-23%
CCCOc1ccc(NC(=O)C2CC(=O)N3CCCN=C3S2)cc1 (stereo not given),-12%,-1%,-7%,-1%,-3%,-10%,-3%,5%
CCCOc1cc(C)c(S(=O)(=O)NCCOC)cc1C,-6%,-5%,5%,-7%,-16%,-2%,6%,5%
Cc1oc2ncn(C)c(=O)c2c1C(=O)N1CCN(c2ccc(Cl)cc2)CC1,-4%,.,-7%,2%,.,.,-1%,.
CC(C)(C)OC(=O)NCCCC[C@H](NC(=O)c1nc[nH]c1C(=O)NC1CCN(C(=O)OC(C)(C)C)CC1)C(=O)OC(C)(C)C,0%,2%,-3%,-4%,i,.,1%,2%
CCC(=O)NC(=S)Nc1ccc(NC(=O)COc2ccc(Cl)c(C)c2)cc1,?,7%,0%,-14%,-2%,4%,-6%,6%
O=c1c2oc3ccccc3c2ncn1Cc1ccc(F)cc1,0%,1%,-2%,-1%,i,.,-2%,6%
Cc1ccc(NC(=O)C(=O)NCC(c2ccc3c(c2)OCO3)N2CCN(c3ccccc3)CC2)cc1 (stereo not given),-11%,.,-4%,6%,.,.,-3%,.
O=C(c1csc2c1CCCCC2)N1CCN(c2ncccn2)CC1,-8%,-23%,-5%,-2%,-8%,-2%[11.4 µM],12%,6%
CCCCC1=CC2=CC(=O)C(C)(OC(=O)CC)C(=O)C2=CN1c1ccccc1 (stereo not given),?,25µM*!,3%[11.2 µM],6%[11.2 µM],-7%[11.5 µM],.,2%[11.6 µM],10%[14.2 µM]
CCCNC(=O)C(Cc1ccccc1)NS(=O)(=O)c1ccc2c(c1)c(=O)n(C)c(=O)n2C (stereo not given),-1%&-8%,3%,-2%&1%,-2%&-4%,-2%,.,1%&7%,5%
COc1ccc(/C=N/NC(=O)c2cc(C)n(-c3ccccc3)c2C)cc1OC,?,?,-1%,1%,-9%,-7%,10%,-12%
Cc1ccc(NC(=O)CSc2nc3nc(C)cc(C)c3c(=O)[nH]2)cc1,-2%,7%,1%,10%,-8%,.,-6%,9%
CS(=O)(=O)Nc1nc2n(n1)C(c1ccccc1)C=C(c1ccc(Br)cc1)N2 (stereo not given),-3%,?,-5%,1%,-11%,5%,3%,-8%
CCOC(=O)c1cnc2ccccc2c1Nc1ccc(N2CCOCC2)cc1,?,.,-1%,7%,.,.,1%,.
NC(=S)Nc1cccc2cccnc12,-6%,-4%,0%,9%,-10%,4%,-4%,9%
COc1cccc(C2=CC(c3ccccc3F)n3ncc(C(=O)Nc4ccc(C)cc4)c3N2)c1 (stereo not given),-11%,.,-3%,3%,.,.,-11%,.
COC(=O)c1ccccc1NC(=O)C1CCN(C(=O)N2CC(C)Oc3ccccc32)CC1 (stereo not given),-3%,.,-7%,3%,.,.,-8%,.
O=C(COC(=O)c1ccccc1NCc1ccco1)Nc1ccc2c(c1)OCO2,-7%,?,1%,-20%,-4%,-5%,?,-10%
Cc1ccc(/C=N/NC(=O)Cc2cccn2C)cc1,-14%,5%,-2%,1%,i,-4%,-10%,3%
Clc1cccc(-c2nn3c(Cn4cnc5ccccc54)nnc3s2)c1,-4%,-2%,0%,-5%,-25%,-14%,2%,-14%
CCn1c2ccccc2c2cc(CN3CCN(Cc4ccc(OC)c(OC)c4)CC3)ccc21,-9%,.,-23%,0%,.,.,-6%,.
CCc1ccc(-c2nn(CC(=O)NC3CCCCC3)c3c2cnc2ccc(C)cc23)cc1,12%,.,3%,8%,.,.,-3%,.
Cc1cccc(S(=O)(=O)c2c(N)n(/N=C/c3cccnc3)c3nc4ccccc4nc23)c1,3%,7%,3%,-11%,-17%,2%,?,20%
Cc1ccc(NC(=O)C2CCC(CNS(=O)(=O)c3ccc4c(c3)C(C)(C)C(=O)N4C)CC2)cc1 (stereo not given),6%,.,-3%,5%,.,.,7%,.

# Later entries.
SMILES,Tau ThT inhib,KDM4E inh,TR SRC2 fluor cs,TRb-SRC2 inh,RECQ1 helicase,L3MBTL1 block,Tau fibril FP,GoLoco inh red
CC(/C=C/c1ccco1)=N/NC(=O)c1ccc(C)nc1,.,-6%,0%,-4%,-2%,.,13%,-3%
CCOc1c(CNc2nnnn2C)cccc1OC,-2%,8%,0%,-5%,-9%,2%,4%,10%
CC(C)=CCC/C(C)=C/CO/N=C1/[C@H]2O[C@@H]2[C@@H](O)[C@H]2[C@H]1CCn1c(=O)n(-c3ccccc3)c(=O)n12,-12%[11.5 µM],.,0%[11.2 µM],-4%[11.2 µM],1%[11.5 µM],.,3%[11.6 µM],.
COCCN(CCOC)C(=O)CC(=O)N(CCOC)CCOC,-5%,2%,-2%,0%,-12%,.,-5%,12%
COC(=O)c1ccc(S(=O)(=O)N2CCCCCC2)cc1,1%,6%,-2%,-2%,1%,6%,-2%,4%
O=C(NCCc1ccccc1)C(=O)c1c(-c2ccccc2)cc2ccccn12,?,24%,0%,3%,-12%,-18%,-1%,-16%
CC(c1ccccc1)C1C(C#N)=C(N)OC2=C1C(=O)CCC2 (stereo not given),1%,-6%,1%,-1%,i,12%,-3%,4%
CC1(C)C2CC=C(/C=N/NC(=S)NCCc3ccccc3)C1C2 (stereo not given),-13%,-7%,-2%,-4%,i,1%[11.4 µM],3%,12%
CCSc1nc2ccccc2c(=O)n1OCC(=O)OC,-5%,5%,0%,-1%,-11%,.,-3%,6%
CCS(=O)(=O)N1Cc2ccccc2CC1C(=O)Nc1ccc(C)cc1 (stereo not given),-16%,-8%,3%,1%,i,.,9%,-33%
Cc1ccc(C)n1NC(=O)c1ccc([N+](=O)[O-])cc1,-17%,-3%,0%,3%,i,-5%[11.4 µM],-5%,6%
COc1cc(C2C(C#N)=C(N)Oc3cc(C)oc(=O)c32)cc2c1OCO2 (stereo not given),-19%,?,-1%,-17%,-11%,.,-7%,23%
O=C(N/N=C/C=C/c1ccccc1)c1cccnc1,-2%,-1%,-1%,-7%,-12%,11%,-3%,8%
Cc1nccc2[nH]c(=O)c(C(=O)NC3CCCCC3C)cc12 (stereo not given),-8%,?,-3%,-1%,1%,.,-6%,5%
CCN1CCN(c2ccc(NC(=O)c3ccc(C#N)cc3F)cc2Cl)CC1,-17%,1%,-8%,2%,-1%,.,1%,2%
O=C(c1cc([N+](=O)[O-])ccc1N1CCCCC1)N1CCCCC1,-9%,-3%,-3%,1%,i,-4%,-3%,-7%
COc1ccc(C2C(C#N)=C(N)OC3=C2C(=O)CC(C)(C)C3)cc1OC (stereo not given),-10%,-10%,-1%,-8%,-7%,-9%,4%,10%
O=C1CC(c2cccc(Cl)c2)Cc2nc(N3CCN(c4ccccc4)CC3)ncc21 (stereo not given),-12%,-1%,1%,-2%,-12%,-3%,11%,10%
Cc1nn(C)c(Cl)c1/C=N/OC(=O)c1ccccc1,-11%,6%,-1%,1%,i,8%,2%,-10%
Cc1c(Br)c([N+](=O)[O-])nn1CC(=O)NCCc1c[nH]c2ccccc12,-4%,1%,0%,4%,-22%,-2%,12%,8%
O=C(c1cc(Cl)c(=O)n(Cc2ccc(Cl)cc2)c1)N1CCOCC1,-11%,0%,2%,-5%,-4%,-4%,2%,7%
COc1ccc(/C=C/C(=O)NC(=S)Nc2ccc(N3CCN(C(C)=O)CC3)cc2)cc1,?,1%,-1%,1%,i,.,0%,2%
CCOc1cc(C(=S)N2CCOCC2)ccc1OC(=O)/C=C/c1ccc(OC)c(OC)c1,-3%,?,0%,1%,i,-14%,-13%,9%
CCn1c(SC)nnc1-c1c[nH]c2ccccc12,-8%,4%,-3%,-5%,-8%,.,3%,0%
Cc1nc2cc(C(=O)OCC(=O)N(CC(C)C)C3CCS(=O)(=O)C3)ccc2n1-c1ccccc1 (stereo not given),-1%,-3%,-3%,5%,0%,-1%,4%,44%[activator]

# The list goes on:
SMILES,Tau ThT inhib,KDM4E inh,TR SRC2 fluor cs,TRb-SRC2 inh,RECQ1 helicase,L3MBTL1 block,Tau fibril FP,GoLoco inh red
COc1ccccc1OCC(=O)Nc1sc2c(c1C(=O)NCC1CCCO1)CCC2 (stereo not given),?,-58%,4%,-2%,-7%,-9%,?,6%
Cc1cc(C)n(C(=O)CNc2ccccc2Cl)n1,-1%,-4%,-8%,-1%,i,-5%,7%,-4%
O=C(NC12CC3CC(CC(C3)C1)C2)c1cccnc1,-5%,3%,0%,-3%,0%,3%,2%,0%
Cc1cccc(NC(=S)NC(NC(=O)c2ccco2)C(Cl)(Cl)Cl)c1 (stereo not given),-14%,-1%,-8%,-5%,-11%,.,-14%,10%
Cc1cccc(/C=N/NC(=O)CNc2cccc3ccccc23)n1,?,?,-4%,3%,-17%,-9%,?,2%
COCCCN1C(=O)C(=O)/C(=C(/O)c2ccc(OC(C)C)c(C)c2)C1c1ccncc1 (stereo not given),-10%,-24%,-1%,2%,-8%,1%,-5%,1%
COc1ccccc1NS(=O)(=O)c1cccc(NC(=O)C2CC(=O)N(Cc3ccccc3)C2)c1 (stereo not given),-2%,-5%,0%,-2%,-8%,-3%,-10%,5%
O=C(NNC1=NS(=O)(=O)c2ccccc21)c1ccccc1Cl,-10%,5%,0%,1%,-5%,9%,-6%,3%
COCCNC(=O)C1c2cc(OC)c(OC)cc2C(=O)N(C)C1c1cccnc1 (stereo not given),-2%,-6%,-1%,-12%,-8%,-7%,0%,5%

# A portion of the library; rates above refer to the full screens.
